# MBD2 DNA inh – blocks human MBD2 binding to methylated DNA | Q9UBB5 | TR-FRET, MBD2 binding to methylated oligonucleotide | inhibition, % at 4.4 µM | 370,000 tested, 0.31% active; in the data active means inhibition above about 13%
# DDE Tn7 FP inh – DD(E)-Tn7 binding inhibition, primary FP screen. P02675. FP displacement of FITC-Tn7 peptide from fibrin DD(E); 0% = median of compound wells per plate. inhibition, % at 8.3 µM. 370,000 tested, 0.13% active. AID 720508;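 active means inhibition above the mean of compounds falling within the control limits plus 3 SD of them, cut at about 14% in these data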;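 further: 0% = plate median of compound wells and 100% = 10 µM Aha-Tn7 peptide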
#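 system = human fibrin DD(E) protein | quantity = DD(E) 2 µM final | medium = Tris/NaCl/CaCl2 buffer, pH 7.8 | also added = labelled Tn7 tracer, 0.1 µM | compound dosing = single point at 8.3 µM | timing = compound with protein 10 min, then 3 h after probe, room temperature | signal = FP measurement | benchmarks = Aha-Tn7 high control | repeats = one replicate per compound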
# KLK7 zymogen act – proKLK7 (human) activation, primary screen. P49862. purified proKLK7, EDANS-DABCYL substrate fluorescence; 100% is mature enzyme control, 0% vehicle. activation, % at 7 µM. 370,000 tested, 0.9% active. AID 652039;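 active means activation above the mean of all tested compounds plus 3 SD, computed per campaign excluding outliers beyond control limits, cut at about 13% in these data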
# Target sequence (P49862 whole entry, looked up): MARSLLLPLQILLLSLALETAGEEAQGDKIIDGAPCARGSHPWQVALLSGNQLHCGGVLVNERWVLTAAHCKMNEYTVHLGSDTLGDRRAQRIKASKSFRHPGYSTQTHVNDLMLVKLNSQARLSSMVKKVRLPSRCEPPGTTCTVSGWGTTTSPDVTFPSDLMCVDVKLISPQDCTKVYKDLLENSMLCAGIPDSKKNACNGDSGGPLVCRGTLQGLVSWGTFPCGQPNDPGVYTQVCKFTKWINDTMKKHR
# ARFGAP1 inhibitor – inhibits rat ARF GTPase activating protein 1. 360,000 tested, 0.26% active. inhibition, % at 16.5 µM. Arfgap1-stimulated ARF1 GTP hydrolysis, GDP FP detection;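 active means inhibition above a per-plate limit, mean inhibition of low control wells plus 3 SD, cut at about 25% in these data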;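 further: 0% = DMSO wells with enzyme and 100% = wells lacking Arfgap1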
# Target sequence (Q62848 1-136 limits assumed): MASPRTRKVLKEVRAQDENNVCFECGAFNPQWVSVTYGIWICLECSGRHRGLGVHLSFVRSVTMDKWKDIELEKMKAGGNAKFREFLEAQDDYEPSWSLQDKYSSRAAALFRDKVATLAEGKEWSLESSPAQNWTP
#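 material = rat Arfgap1 catalytic domain, aa 1-136 | also added = human ARF1(Δ1-17)-GTP substrate | compound dosing = one concentration, 16.5 µM, DMSO 1.26% | times = GTP hydrolysis reaction 2 h at 25 °C | measured by = FP, GDP Alexa 633 tracer displaced from anti-GDP antibody, 620/688 nm | evaluation = percent inhibition of Arfgap1-stimulated GTP hydrolysis | replication = single well per compound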
# PLCg1 inh – PLC-gamma1 (human) inhibition, primary screen; inhibition, % at 12.2 µM; AID 720700; P19174; 370,000 tested, 0.84% active; purified PLC-gamma1, fluorogenic substrate, fluorescence; in the data active means inhibition above about 9.5%
# PLC-beta3 inh – inhibitors of human phospholipase C beta3. Q01970. Purified PLC-beta3, fluorogenic substrate, fluorescence. inhibition, % at 12.2 µM. 370,000 tested, 0.18% active. AID 720704; in the data active means inhibition above about 11%;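 further: 0% = median of compound wells on plate and 100% = full blocker control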
# ADAM17 inh – inhibits human ADAM17; AID 720648; recombinant ADAM17, EDANS/DABCYL FRET peptide cleavage; 370,000 tested, 0.83% active; inhibition, % at 6.95 µM;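 active means inhibition above the mean of compounds lying between control limits plus 3 SD, set per campaign, cut at about 8.5% in these data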;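 further: 0% = DMSO-only wells as the low control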
# Target sequence (P78536 215-824 limits assumed): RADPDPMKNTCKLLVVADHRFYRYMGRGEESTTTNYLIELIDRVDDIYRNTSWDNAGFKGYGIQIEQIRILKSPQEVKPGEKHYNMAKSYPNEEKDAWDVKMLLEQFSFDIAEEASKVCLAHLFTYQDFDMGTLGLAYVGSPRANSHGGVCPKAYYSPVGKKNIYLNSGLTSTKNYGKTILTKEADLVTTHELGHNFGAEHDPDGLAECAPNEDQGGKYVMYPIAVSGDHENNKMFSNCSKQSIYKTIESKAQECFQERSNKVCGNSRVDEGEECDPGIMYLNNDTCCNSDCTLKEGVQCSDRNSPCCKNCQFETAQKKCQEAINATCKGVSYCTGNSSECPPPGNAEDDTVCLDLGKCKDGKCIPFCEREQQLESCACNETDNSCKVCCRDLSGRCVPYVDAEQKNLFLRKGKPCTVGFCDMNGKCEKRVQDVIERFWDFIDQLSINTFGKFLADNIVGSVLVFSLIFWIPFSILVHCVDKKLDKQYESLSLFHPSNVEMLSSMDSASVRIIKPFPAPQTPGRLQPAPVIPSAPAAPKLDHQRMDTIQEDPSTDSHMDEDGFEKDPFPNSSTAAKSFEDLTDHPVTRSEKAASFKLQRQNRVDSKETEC
# Tn6 DDE FP – disrupts Tn6 cyclic peptide binding to fibrin D-Dimer-E complex; Fibrin DD(E) TRITC-Tn6 fluorescence polarization displacement; 370,000 tested, 0.21% active; AID 720509; P02675; inhibition, % at 8.3 µM;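 active means inhibition above a per-campaign cutoff: mean of compounds within control limits plus 3 SD, cut at about 15% in these data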;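 further: 0% = median of all compound wells on the plate and 100% = blocking peptide control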
# UHRF1 MBD2 ctr – UHRF1 methyl-DNA binding inhibition. Q96T88. UHRF1 binding to methylated oligo, TR-FRET. inhibition, % at 4.4 µM. 370,000 tested, 0.75% active. AID 687016; in the data active means inhibition above about 21%;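 further: UHRF1 SRA domain binding a hemimethylated CpG hairpin DNA probe; 0% = median of test compound wells and 100% = reference inhibitor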
# ASAP1 GAP inh – inhibitors of human ASAP1 ArfGAP activity. 360,000 tested, 0.19% active. ASAP1-stimulated ARF1 GTP hydrolysis, GDP FP detection. Q9ULH1. inhibition, % at 16.5 µM. AID 624377; in the data active means inhibition above about 25%;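 further: 0% = vehicle with enzyme and substrate and 100% = no enzyme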
# * hit, by the source's call; i = inactive; x = not tested or not shown.
ADAM17 inh	MBD2 DNA inh	DDE Tn7 FP inh	Tn6 DDE FP	ASAP1 GAP inh	UHRF1 MBD2 ctr	PLCg1 inh	ARFGAP1 inhibitor	PLC-beta3 inh	KLK7 zymogen act	molecule
-4	1	6	-7	-11	7	1	12	-5	0.8	Cc1ccc(S(=O)(=O)N2CCN(CC(=O)N/N=C\c3ccccn3)CC2)cc1
-1	2	3	8	x	4	1	x	0	0.3	C#CCNC(=O)C[C@H]1C[C@@]2(C(=O)OC)C(=C[C@H](C3CCCC3)O[C@@H]2C)N(CCC2=CCCCC2)C1=O
3	-4	-9	2	1	0	1	-11	1	-0.5	CC(C)(C)c1ccc(NC(=O)CNC2CCCc3ccccc32)cc1 (stereo unspecified)
0	4	-4	5	-9	-1	1	4	5	0.2	CCNC(=O)c1ccccc1SCC(=O)Nc1ccc(F)cc1
12*	5	-5	5	10	0	0	12	0	0.2	CCOC(=O)c1c(C)[nH]c(C)c1C(=O)COC(=O)/C=C/c1cccc(C(F)(F)F)c1
-2	-5	-7	0	-1	0	-3	-3	-1	0.4	O=C(CN1CCc2ccccc2C1)NCC(=O)Nc1ccc(F)cc1
2	13*	4	-14	5	25*	-25	5	-49	-0.9	O=C1S/C(=C\C=C\c2ccco2)C(=O)N1c1ccccc1
-5	-3	2	6	3	1	-4	-7	-11	-0.1	CCc1ccc(S(=O)(=O)Nc2ccc(Cl)cn2)cc1
2	-8	-3	-7	9	-1	0	7	2	0.7	CN1CCCCC(NC(=O)COCc2ccccc2)C1=O (stereo unspecified)
4	-7	-4	6	-1	5	1	2	1	0.0	COc1cc(C)ccc1OCCOCCOc1c(C)cc(C)cc1Br
-1	2	-4	-5	2	0	1	4	-1	0.3	Cc1ccc(N2CC(C(=O)Nc3cccc(F)c3)CC2=O)cc1 (stereo unspecified)
-6	3	14*	1	-8	1	-8	-6	-10	0.1	COc1ccc(CC(=O)Cc2ccc(OC)c(OC)c2)cc1OC

# Continued (3 carried over from the part before).
ADAM17 inh	MBD2 DNA inh	DDE Tn7 FP inh	Tn6 DDE FP	ASAP1 GAP inh	UHRF1 MBD2 ctr	PLCg1 inh	ARFGAP1 inhibitor	PLC-beta3 inh	KLK7 zymogen act	molecule
4	-7	-4	6	-1	5	1	2	1	0.0	COc1cc(C)ccc1OCCOCCOc1c(C)cc(C)cc1Br
-1	2	-4	-5	2	0	1	4	-1	0.3	Cc1ccc(N2CC(C(=O)Nc3cccc(F)c3)CC2=O)cc1 (stereo unspecified)
-6	3	14*	1	-8	1	-8	-6	-10	0.1	COc1ccc(CC(=O)Cc2ccc(OC)c(OC)c2)cc1OC
-3	-3	7	-1	-13	0	-1	11	-7	0.9	CCOc1ccccc1NC(=O)CS(=O)(=O)c1cn(CC(=O)N2CCOCC2)c2ccccc12
-3	-2	2	-1	-9	-2	-1	1	-7	0.0	CNS(=O)(=O)c1cc(N)ccc1C
-3	4	-4	-4	0	-4	1	-3	-2	0.3	CN(C)CCCNC(=O)N1c2ccccc2C=Cc2ccccc21
-1	-1	-10	11	2	3	2	1	2	-0.8	CC1(C)Cc2c(sc3nc(-c4ccccc4)oc(=O)c23)CO1
-2	-2	2	1	7	0	-1	-6	3	0.0	Cc1c(Cl)cccc1NC(=S)NC1CC1
3	-1	2	-4	7	-1	-2	-1	-9	0.0	CCN1CCN(c2ccc(NC(=O)c3ccc(Cl)c(S(=O)(=O)N4CCCC4)c3)cc2)CC1
0	6	-6	1	-1	-2	1	3	-1	-0.7	CCOc1ccc(NC(=O)Nc2cc(-c3ccccc3)sc2C(=O)OC)cc1
-1	1	5	9	1	-2	-2	2	-5	0.8	Cc1ccc(C)c(NC2=CC(=O)CC(C)(C)C2)c1C#N
0	4	-2	-3	13	5	-1	1	0	0.7	COc1ccc(CNC(=O)C2CC(c3cccc([N+](=O)[O-])c3)=NO2)cc1 (stereo unspecified)
-6	-2	6	1	9	1	1	12	1	-0.7	CC(C)NS(=O)(=O)c1ccc(CCC(=O)N2CCOCC2)cc1
-1	1	-8	3	9	-2	-4	1	-6	-0.5	CN(C)CCC1c2ccc(Cl)cc2CCc2cccnc21 (stereo unspecified) (tested in a mixture with another compound)
3	-8	0	5	14	-3	-4	-4	3	0.2	O=C(NNc1ncnc2c1cnn2-c1ccccc1)c1cccs1
-490	-8	-1	-2	2	-7	-112	4	-134	5.9	c1csc(-c2ccnc3ncnn23)c1
0	-1	-13	9	-15	0	-1	3	1	0.4	Cc1cc(Cl)ccc1C(=O)C1CCCN(C(=O)c2ccc3c(c2)OCO3)C1 (stereo unspecified)
2	3	-1	-1	-7	0	-1	-5	-4	-0.6	Clc1ccccc1Cn1nnc(-c2cccs2)n1
-7	-3	0	-2	-2	-1	-3	-6	-5	0.4	COc1ccc(-c2noc(COC(=O)c3ccco3)n2)cc1OC
-3	2	0	0	-1	3	-2	0	-3	-0.3	CC(=O)Nc1ccc(S(=O)(=O)N2CCC(NC(=O)c3ccccc3)CC2)cc1
-2	-5	2	-8	7	-2	6	-9	-1	-0.3	Cc1ccc(C(=O)NNC(=O)Cc2nc3nc(C)cc(C)n3n2)cc1
-3	8	1	1	4	8	1	-2	-4	0.3	COc1cc(C(=O)OCC(=O)NCc2ccco2)cc(OC)c1OC
-1	-2	-6	-5	0	0	2	11	0	-0.4	CCOc1ccc(S(=O)(=O)n2cnc(C)c2)cc1
-6	-2	-3	1	8	0	2	-4	0	-0.6	O=C(Nc1ccc(F)cc1)Nc1nnc([C@@H]2C[C@H](O)[C@@H](CO)O2)s1
-2	9	1	-9	4	3	-13	-1	-15	0.0	COc1cc(NC2=CC(=O)CC(C)(C)C2)cc(OC)c1OC
6	-1	1	-4	-4	1	2	10	1	0.0	O=C(Nc1cc(C(=O)N2CCN(c3ccccc3)CC2)ccc1Cl)c1cccs1
0	3	-1	2	8	-2	1	3	2	0.3	COc1ccccc1NS(=O)(=O)c1cc(NC(=O)CN2C(=O)NC3(CCCC3)C2=O)ccc1C
-5	-1	4	0	1	0	6	4	0	0.5	CC1CCCCN1CC(O)COCc1ccccc1 (stereo unspecified)
2	3	-1	5	2	8	-3	8	1	-0.1	O=C(CN1CCCCC1)Nc1nnc(-c2ccccc2)s1
4	2	-3	3	3	0	-3	-5	-10	-0.1	COc1ccc(C(CNC(=O)c2ccc(OCc3ccccc3)cc2)N2CCOCC2)cc1 (stereo unspecified)
-1	-2	-1	-7	-8	0	0	5	6	-0.5	C[C@@H](C(=O)NCc1ccco1)N1C(=O)N2CCc3c([nH]c4ccccc34)[C@@]2(C)C1=O
6	-1	-6	7	-2	-2	2	5	1	-0.3	Cc1ccc(S(=O)(=O)N(C)c2ccc(C(=O)NCC(c3ccco3)N3CCCC3)cc2)cc1 (stereo unspecified)
0	-1	-3	6	6	0	14*	0	3	-0.6	COc1ccc(-c2noc3c2-c2nc(-c4ccc(Br)cc4)sc2CC3)cc1
-1	3	9	5	1	-1	2	-4	1	0.3	O=[N+]([O-])c1ccc(-c2nc(NCc3cccnc3)c3ccccc3n2)cc1
i	0	-7	-3	-8	-3	i	2	i	-55	CCOC(=O)c1ccc(-c2ccc3ncnc(NCc4csc(C)n4)c3c2)o1
-3	6	3	0	3	5	-2	4	-5	-0.6	COc1ccc(N2CCN(S(=O)(=O)c3ccc(OC)cc3)CC2)cc1
-1	-3	-3	-4	3	2	2	-7	3	0.4	CC1=C(C(=O)O)N2C(=O)C(NC(=O)c3nn(C)c(C)c3Cl)C2SC1 (stereo unspecified)
-3	0	2	0	-3	1	-2	8	1	-0.7	Cc1cc(F)c(F)cc1C(=O)N1CCCC1
7	3	1	0	5	1	7	11	1	1.4	CCO[C@@H]1OC(C(=O)N2CCN(Cc3ccc4c(c3)OCO4)CC2)=C[C@H](c2cn(C(C)=O)c3ccccc23)[C@H]1CCCO
-7	8	0	2	-11	3	4	-7	4	0.3	Cc1cccc(-n2c(SCC(=O)NCc3ccco3)nc3ccccc3c2=O)c1
-5	-2	-2	-5	24	-1	-70	9	-90	1.5	COc1ccc(-c2cnc3c(NC=O)cc(-c4ccc(S(C)(=O)=O)cc4)cn23)cc1OC
1	0	1	-4	9	-3	0	-4	4	0.5	Cc1ccc(-c2nnc3n2N=C(c2ccccc2)CS3)cc1
1	-5	-5	-1	-4	1	-2	6	-5	0.2	Cc1ccc(CC(=O)NC2CCN(Cc3ccccc3)CC2)cc1
-4	5	3	13	-10	-2	1	-2	-4	-1.3	COc1ccc(OC)c(-c2csc(N(C)C(=O)c3ccco3)n2)c1
-3	1	5	12	4	0	-1	2	1	0.1	COc1ccc(CNC(=O)c2noc3c2CCCCC3)cc1
-2	2	-2	0	2	3	-2	-1	-10	0.5	CC(Oc1ccccc1)C(=O)N1CCN(c2ncccn2)CC1 (stereo unspecified)
i	2	-5	-2	0	-6	i	2	i	-312	NS(=O)(=O)c1ccc(N2N=C(c3ccccc3)CC2c2ccccc2)cc1 (stereo unspecified)
3	-2	-1	8	-2	0	2	-4	-5	-0.1	COc1cccc(N2CCN(C(=O)/C=C/c3ccco3)CC2)c1
-3	1	-3	1	-1	-1	0	-10	-5	1.8	O=C1NC[C@H](Cc2ccc(O)cc2)N(CCc2cccc(F)c2)C1=O
2	1	2	1	0	3	1	0	2	-0.7	CNC(=O)C12CC3CC(CC(Cl)(C3)C1)C2
-12	1	1	-5	11	7	-69	-8	-87	-0.8	COc1cccc(-c2n[nH]nc2C2=CC(=O)C[C@H](c3ccc(F)cc3)C2)c1
-7	2	6	5	1	1	-3	-16	0	-0.1	CC(C)(C)C(=O)OCc1ccc(C2=CC(=O)CC(C)(C)C2=O)cc1
-3	3	-3	0	-9	0	-4	-2	-4	0.1	O=C/C(=C\Nc1ccc(Cl)cn1)c1nc2ccccc2o1
2	1	-6	1	-6	0	6	3	2	-0.8	CCN(CC)CCCNC(=O)c1nn(-c2ccc(OC)cc2OC)c(=O)c2ccccc12
-2	7	1	1	2	2	3	-1	-5	0.0	COc1ccccc1N1CCN(CC(=O)Nc2cc(C)nn2-c2nc(C)cc(C)n2)CC1
-41	2	-3	-5	14	6	-134	0	-199	-1.5	COc1ccc(-c2ccc(C(=O)C3CC3)cc2)cc1
-2	-4	1	12	-7	0	-43	-6	-47	-1.2	COc1ccc(N/C=C\C(=O)c2ccc(C)cc2)cc1OC
1	-3	-2	3	-3	4	4	-1	-7	-0.3	CCCCCC(=O)NNC(=S)NC(=O)c1ccc([N+](=O)[O-])cc1
-8	-4	0	3	-8	1	-2	9	-1	0.2	Cc1sc2ncnc(NCc3cccnc3)c2c1C

# Bioassay records as filed in PubChem BioAssay.

# An unsorted share of the library; 4.1% or so of the library scored in one or more.
